Compound activity from PubChem BioAssay.
SMARCA2 activ: activators of SMARCA2 function; activation, % at 9.1 µM; hit rate 1% among 370,000; MG213 cells, MMTV-luciferase reporter, dexamethasone, overnight; in the data active = activation above about 7.8%;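 note: 0% = vehicle wells and 100% = reference activator wells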
GC-A act: GC-A (human) enzyme activation; P16066; HEK293 GC-A cells, cGMP TR-FRET, EC30 ANP; 0% at EC30 ANP, 100% saturating ANP; activation, % at 10 µM; hit rate 0.14% among 370,000; AID 1671463; in the data active = activation above about 40%
hcDAF-12 act: activates DAF-12 receptor from parasite H. contortus; hit rate 1.4% among 370,000; AID 652067; activation, % at 6.8 µM; HEK293 hcDAF-12 lit1-tk-luc reporter, luminescence; 0% DMSO, 100% Δ7-dafachronic acid;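 active = activation above the mean of all tested compounds plus 3 SD, cut at about 5.5% in these data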;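 note: 100% = response to 3 µM Δ7-dafachronic acid high control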
PG9 Ab binder: small molecules binding HIV-1 gp120 antibody PG9. hit rate 0.43% among 360,000. TR-FRET gp120-PG9 antibody binding. inhibition, % at 6.7 µM. AID 624416; in the data active = inhibition above about 8.5%
ssDAF-12 act: activates DAF-12 receptor from parasite S. stercoralis; hit rate 1% among 370,000; activation, % at 6.8 µM; HEK293 ssDAF-12/GRIP1 lit1-tk-luc reporter, luminescence; % of 3 µM dafachronic acid response; AID 652126;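 active = activation above the mean over all tested compounds plus 3 SD, cut at about 0.9% in these data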;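 note: 0% = DMSO-only wells and 100% = 3 µM delta7-dafachronic acid wells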
ADAM17 inh: inhibits human ADAM17; P78536; recombinant ADAM17, EDANS/DABCYL FRET peptide cleavage; inhibition, % at 6.95 µM; hit rate 0.83% among 370,000; AID 720648;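 active = inhibition above the mean of compounds lying between control limits plus 3 SD, set per campaign, cut at about 8.5% in these data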;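 note: 0% = DMSO-only wells as the low control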
DAX1 inh-1: inhibitors of DAX1 repression of SF-1 activated StAR promoter | HEK293T StAR-luciferase reporter, SF-1/DAX-1 repression relief | AID 652010 | hit rate 1.1% among 370,000 | inhibition, % at 6.8 µM;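 active = inhibition above the mean over all tested compounds plus 3 SD, cut at about 3.6% in these data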;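 note: 0% = DAX-1 cells with DMSO and 100% = cells lacking DAX-1 with DMSO; higher inhibition means more luminescence from relief of DAX-1 repression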
hgDAF-12 ag: activates the H. glycines DAF-12 receptor ligand-binding domain; hit rate 1.8% among 370,000; activation, % at 6.8 µM; HEK293 GAL4-hgDAF12 UAS-luciferase reporter, agonist luminescence; normalized to butyrate control; AID 687014;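 active = activation above a cutoff set at the mean of all screened compounds plus 3 SD, cut at about 10% in these data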;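 note: 0% = DMSO wells and 100% = sodium butyrate wells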
ADAM10 inh: inhibits human ADAM10 | inhibition, % at 7 µM | hit rate 0.62% among 370,000 | recombinant ADAM10, EDANS/DABCYL FRET peptide cleavage, 3 h;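 active = inhibition above a per-campaign cutoff equal to the mean of compounds falling between control-based bounds plus 3 SD, cut at about 20% in these data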;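 note: 0% = DMSO wells while the 100% control is not disclosed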
Target sequence (O14672 214-748 limits assumed): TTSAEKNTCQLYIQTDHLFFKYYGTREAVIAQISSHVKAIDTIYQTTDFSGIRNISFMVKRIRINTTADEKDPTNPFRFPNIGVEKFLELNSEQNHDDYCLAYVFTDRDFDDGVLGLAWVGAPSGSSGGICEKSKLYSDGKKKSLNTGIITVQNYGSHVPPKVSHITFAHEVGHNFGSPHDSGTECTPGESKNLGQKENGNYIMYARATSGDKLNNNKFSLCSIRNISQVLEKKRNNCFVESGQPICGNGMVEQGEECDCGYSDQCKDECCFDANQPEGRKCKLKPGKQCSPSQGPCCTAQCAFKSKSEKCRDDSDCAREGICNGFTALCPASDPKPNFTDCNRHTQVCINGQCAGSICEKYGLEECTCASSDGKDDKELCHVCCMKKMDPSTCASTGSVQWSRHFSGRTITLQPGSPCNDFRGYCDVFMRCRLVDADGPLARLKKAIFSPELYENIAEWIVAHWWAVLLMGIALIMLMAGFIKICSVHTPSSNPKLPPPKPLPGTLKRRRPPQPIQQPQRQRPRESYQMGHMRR
DAX1 inh-2: NR0B1 (DAX1) inhibition; hit rate 0.99% among 340,000; AID 504766; P51843; inhibition, % at 6.75 µM; HEK293 Gal4-DAX1 luciferase reporter, luminescence;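 active = inhibition above the mean over all tested compounds plus 3 SD, cut at about 4.2% in these data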;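 note: 0% = DAX1-transfected cells with DMSO and 100% = empty-vector control cells with DMSO; inhibition shows as a rise in luminescence from relieved DAX1 repression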
Target sequence (P51843 207-470 limits assumed): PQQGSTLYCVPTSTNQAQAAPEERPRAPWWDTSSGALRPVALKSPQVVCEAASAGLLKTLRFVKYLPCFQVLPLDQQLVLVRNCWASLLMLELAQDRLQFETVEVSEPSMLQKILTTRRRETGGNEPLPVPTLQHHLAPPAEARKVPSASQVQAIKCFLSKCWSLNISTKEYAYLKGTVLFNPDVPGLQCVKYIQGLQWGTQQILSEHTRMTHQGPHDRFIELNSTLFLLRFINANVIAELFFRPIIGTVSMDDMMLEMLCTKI
FXN GAA850 act: frataxin GAA850 promoter activation; activation, % at 6 µM; hit rate 0.56% among 360,000; HEK293 lucGAA850 FXN promoter luciferase reporter, 24 h; percent of 10 µM SAHA response; AID 540364;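 active = activation above the average of all compounds screened plus 3 SD, cutoff fixed separately per campaign, cut at about 7.5% in these data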;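 note: 0% = DMSO wells and 100% = 10 µM SAHA wells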
The depositor's hits bear a star; i = inactive; . = no result given.

SMILES	SMARCA2 activ	GC-A act	hcDAF-12 act	PG9 Ab binder	ssDAF-12 act	ADAM17 inh	DAX1 inh-1	hgDAF-12 ag	ADAM10 inh	DAX1 inh-2	FXN GAA850 act
CCOc1cccc(C(=O)NC2=NCCS2)c1	5	2	3.6	-2.5	0.8	0	2.4	8.9	10	8.1*	2.4
CCC(=O)Nc1ccc(C(=O)NNC(=O)c2ccc(Cl)cc2)cc1	0	2	-0.1	0.3	-1.4	-4	-0.3	-0.6	-8	1.2	2.8
Nc1ncnc2nc(SCCc3ccccc3)[nH]c12	-1	8	-0.7	0.5	-0.9	-4	0.9	-2.4	-5	-0.8	1.9
COc1ccc(NS(=O)(=O)c2cc(NC(=O)C3CCCO3)ccc2N2CCCC2)cc1 (configuration not stated)	-2	-3	-1.6	-1.9	-1.6	-1	0.3	1.2	0	3.9	0.4
O=C1OCCN1C(=O)[C@H]1[C@H](c2ccc(Cl)cc2)C(c2cccc(Cl)c2)=NN1c1ccc(Br)cc1	1	6	2.6	2.8	-1.2	-292	0.2	0.2	i	0.6	0.1
Cc1cccc(NC(=O)c2nc[nH]c2C(=O)Nc2ccccc2F)c1	-5	0	2.3	-0.4	-0.6	-5	-0.1	0.4	-10	0.6	1.2
O=C(CNC(=O)c1ccc(Cl)cc1)NC1CCCCC1	3	2	-2.3	-1.6	-0.5	-3	0.1	-1.9	9	0.5	0.2
COc1ccc(CCNC(=O)C2CCN(S(=O)(=O)c3c(C)noc3C)CC2)cc1OC	-1	-4	-2.3	-0.9	-1.2	-1	0.1	-2.0	-4	-0.3	0.7
COC(=O)c1cc(COC(=O)c2cccnc2SC)oc1C	1	6	-2.9	0.7	-0.4	1	0.0	-0.9	6	-0.8	3.0
CCCCn1c(SCC(=O)N2CCOCC2)nc2ccccc2c1=O	1	-2	-0.4	-0.5	-0.6	-1	-0.4	-0.9	4	-0.1	0.7
CCC(NC(=O)Nn1cnnc1)(C(F)(F)F)C(F)(F)F	3	3	-1.4	0.8	-1.0	-3	-0.6	0.5	4	-1.4	1.4
Cc1csc(NC(=O)CCn2c(=O)oc3ccccc32)n1	-3	-3	-1.5	0.7	-1.4	-2	-0.1	1.0	-6	1.5	-2.0
COc1ccccc1NC(=O)C1=C(C)Nc2nnnn2C1c1cc(Br)ccc1OC (configuration not stated)	1	-10	-0.6	-0.5	-1.4	1	0.2	-0.7	11	0.4	-5.4
COc1ccc(NC(=O)c2ccc3[nH]c(=O)c(=O)[nH]c3c2)c(OC)c1	0	3	-0.6	0.2	-0.8	-4	-0.4	-0.4	-6	-0.4	-0.3
CC(=O)N1c2ccccc2C(CBr)=CC1(C)C	-2	0	-1.8	1.3	-1.3	-2	-0.3	-0.5	-4	0.7	2.1
CC(=O)NS(=O)(=O)c1ccc(NS(=O)(=O)c2ccccc2[N+](=O)[O-])cc1	-2	2	1.7	-0.3	-1.5	-2	-0.1	-0.4	3	1.8	2.0
Cc1c(CN(C)C)c2c(n1Cc1ccccc1)C(=O)c1ccc(Br)cc1-2	-2	-15	-0.4	-5.4	-0.9	0	-0.5	-1.8	4	-0.3	-4.3
CCN(CC)S(=O)(=O)c1cccc(NC(=O)CN2C(=O)c3ccc([N+](=O)[O-])cc3C2=O)c1	-4	-3	1.4	-0.7	-0.8	2	0.5	-3.3	11	-0.2	1.1
O=C(CCNS(=O)(=O)c1ccc(Br)cc1)NNC(=O)C1COc2ccccc2O1 (configuration not stated)	-3	1	0.3	-0.3	-1.2	-2	0.0	-0.3	-23	-1.1	-0.5
Cc1ccc(NC(=O)CSc2nnc(-c3cnccn3)n2C)cc1C	-1	0	0.1	-0.5	-1.1	1	-0.2	-2.0	-9	0.1	1.2

Records above that bear a hit mark in DAX1 inh-2.
molecule	SMARCA2 activ	GC-A act	hcDAF-12 act	PG9 Ab binder	ssDAF-12 act	ADAM17 inh	DAX1 inh-1	ADAM10 inh	DAX1 inh-2
CCOc1cccc(C(=O)NC2=NCCS2)c1	5	2	3.6	-2.5	0.8	0	2.4	10	8.1*

Further entries.
SMILES	SMARCA2 activ	GC-A act	hcDAF-12 act	PG9 Ab binder	ssDAF-12 act	ADAM17 inh	DAX1 inh-1	hgDAF-12 ag	ADAM10 inh	DAX1 inh-2	FXN GAA850 act
CCc1ccccc1Nc1nc(N)nc(CSc2nnc3ccccn23)n1	1	-3	0.1	0.1	-1.7	-3	1.8	1.8	-8	-0.6	4.3
COc1cc(NC(=S)N2CCCC(C)C2)c(OC)cc1Cl (configuration not stated)	-2	4	-0.8	-2.6	-1.4	0	0.0	-1.6	11	0.5	-0.6
CC(=O)Nc1c(NCC(C)C)c2ccccc2oc1=O	-3	0	-1.4	-2.0	-1.4	-2	-1.2	0.2	-10	0.0	0.5
CC(C)CSc1nnc(N)s1	3	.	-1.2	0.7	-0.6	4	1.3	0.4	-5	2.6	-0.1
O=C(CSc1nc(-c2ccc(F)cc2)cs1)NC(=O)NCc1ccco1	-1	-2	-1.6	-0.6	-1.0	-2	-0.2	-0.4	-2	-1.0	2.3
O=C(CCC(NC(=O)OCc1ccccc1)C(=O)O)OCc1ccccc1 (configuration not stated)	-1	1	0.6	-0.1	-0.8	-3	-0.2	1.5	4	1.2	1.3
Cc1ccccc1S(=O)(=O)NC1OC(=O)C(Cl)=C1Cl (configuration not stated)	5	3	-0.5	-2.5	-0.2	-2	0.6	-1.5	-1	0.0	0.2
Cc1nc([N+](=O)[O-])c(NCCO)n1Cc1ccccc1	1	-2	-0.8	-2.6	-1.5	1	0.0	3.7	6	0.2	3.7
Cc1ccccc1C(=O)N/N=C/c1ccncc1	-3	6	0.2	3.0	-0.9	-2	-0.2	2.4	-4	1.8	2.0
COc1ccc(NC(=O)c2ccc(COc3ccccc3OC)o2)cc1OC	1	-3	-0.8	-0.3	-1.1	-2	-1.4	-2.2	0	-0.6	0.7
C=CCn1c(-c2ccccc2)nc2nc3ccccc3nc21	2	4	1.7	2.9	-0.2	-111	0.0	1.0	-423	1.0	1.2
COc1ccc(C(=O)CN2C(=O)c3ccccc3S2(=O)=O)cc1Br	2	4	0.7	-1.9	-0.6	-2	-1.0	-2.5	4	-1.5	-1.5
COc1cccc(C(=O)Nc2cc(C(=O)NCc3ccc(C)cc3)ccc2N2CCC3(CC2)CC(c2cccc(Br)c2)=NO3)c1	1	0	-1.9	-1.4	-0.5	1	0.4	1.0	-2	2.8	1.6
COc1ccc(C(=O)NCC(=O)NCC2(N(C)C)CCCCC2)cc1OC	-5	1	0.1	2.0	-1.1	-2	-0.2	-3.5	-6	0.8	0.1
O=C(NC1CCSc2ccccc21)c1cc(S(=O)(=O)N2CCOCC2)ccc1F (configuration not stated)	-2	4	-0.6	1.5	-0.8	1	-1.4	-2.0	2	1.2	-0.9
COc1ccc(Cn2nc(-c3ccccc3)c(N3CCCCC3)cc2=O)cc1	-1	21	-1.3	1.1	-2.2	4	-1.1	-2.7	11	-1.1	6.7
CC(NC(=O)COC(=O)C1CCN(c2ccc(C(F)(F)F)cn2)CC1)c1ccc(F)cc1 (configuration not stated)	-1	-1	0.7	-0.8	-1.2	3	0.8	-0.6	-7	-0.3	-0.8
C[C@H](CO)N1C[C@H](C)[C@@H](CN(C)C(=O)Nc2ccccc2)Oc2c(NC(=O)Nc3ccc(C(F)(F)F)cc3)cccc2C1=O	0	-3	-1.3	-1.2	-1.4	12*	0.0	1.6	26*	0.3	-3.6
CN1CCN(CCNC(=O)c2cn(Cc3ccccc3F)nn2)CC1	2	4	2.0	-1.6	-1.1	-1	0.2	2.1	-10	0.7	-0.5
Cc1cc(NC(=O)CCC(=O)N(CC(=O)NC2CCCC2)Cc2ccc(F)cc2)no1	-4	3	-1.2	-0.9	-1.2	-2	-0.4	3.0	2	-0.3	-1.3
O=[N+]([O-])c1ccc(NC(c2ccccc2)c2ccc3cccnc3c2O)cc1 (configuration not stated)	-4	-7	-1.0	3.0	-1.0	0	-0.4	0.1	-5	0.4	-11
O=C(COc1ccccc1F)Nc1c2c(nn1-c1ccccc1)CS(=O)(=O)C2	1	0	-0.9	1.3	-0.6	-1	0.6	1.1	-18	1.2	1.4
O=c1ccc(NS(=O)(=O)c2ccc(Cl)cc2)cn1Cc1ccc(Cl)c(Cl)c1	-3	3	-0.8	0.4	-1.0	-2	-0.2	-2.8	-5	2.3	-0.8
Cc1ccc2oc(=O)c3cc(C(=O)NCCCN4CCN(C)CC4)sc3c2c1	-2	11	0.6	0.4	-0.4	-34	0.0	5.1	-98	-0.2	1.6
CC(C)(C)c1nc(SCC(=O)Nc2ccc3c(c2)OCCO3)c2ccccc2n1	-1	4	0.1	2.6	-0.8	-4	-1.6	4.9	2	0.0	2.2
CCCCc1ccc(S(N)(=O)=O)cc1	0	4	1.5	-2.6	-1.9	2	-0.6	1.2	2	0.9	-0.6
NC(=O)c1ccccc1NC(=O)c1ccccc1Cl	4	7	-0.9	0.2	-1.2	-2	0.4	0.9	3	2.3	1.5
CN1OC(COC(=O)c2ccc(Cl)cc2)CC1c1ccccc1 (configuration not stated)	1	2	-1.6	-2.1	-1.8	0	-1.2	0.2	-1	0.5	-2.2
CCOC(=O)COc1ccc(C(=O)Nc2cccc(Cl)c2C)cc1	-2	9	2.0	-2.2	0.1	-2	0.8	-1.2	5	0.0	0.9
CS(=O)(=O)N(CC(=O)Nc1ccc(S(=O)(=O)N2CCCC2)cc1)c1ccccc1	-3	-4	-0.1	-2.1	-1.1	-2	-0.1	3.0	3	0.5	2.9
Cc1ccc(OCCCCN2CCCCC2)c(C)c1	3	0	-1.3	-1.0	-0.6	0	0.2	-1.8	7	1.4	0.4
CCCN(C(=O)c1cc(CC)c(C)s1)c1c(N)n(Cc2ccccc2)c(=O)[nH]c1=O	-2	-1	-0.7	1.9	-1.6	-3	0.4	0.4	-8	-0.2	-0.4
O=C(Nc1ccc(S(=O)(=O)N2CCOCC2)cc1)C1COc2ccccc2O1 (configuration not stated)	-1	0	-1.4	-0.7	-1.5	-2	-0.4	-0.6	3	1.0	-0.6
O=C(Cn1cnc([N+](=O)[O-])n1)c1ccc(O)c(O)c1	0	3	0.7	-4.1	-1.4	3	0.1	0.0	9	1.3	0.8
CC(C)C[C@H]1CN([C@@H](Cc2ccccc2)CN2CCC[C@@H]2CN2C(=O)C(=O)NC[C@@H]2Cc2ccc(O)cc2)C(=O)C(=O)N1CC1CCCCCC1	-2	2	-2.1	1.2	-1.1	-3	-0.3	0.5	-14	.	.
CCc1ccc(OCC(=O)NNC(=O)CSc2nnc(-c3ccc(C)cc3)n2C)cc1	-1	1	1.7	1.4	-1.3	-2	0.2	0.8	-5	-0.5	0.8
C/C(=N\NC(=O)c1ccc(Cl)c(Cl)c1)c1ccccn1	1	6	3.4	0.2	0.3	-5	-0.1	3.2	-9	-0.2	-1.4
N#Cc1c(NC(=O)c2ccc(-c3ccccc3[N+](=O)[O-])o2)sc2c1CCCC2	-1	-2	1.4	-2.5	-1.2	-1	-0.3	5.1	-3	2.3	1.7
Cc1ccc(S(=O)(=O)N2C[C@@H]3[C@H]4CC[C@H](C4)[C@@H]3[C@@H](C)[C@@H]2C2CCCCC2=O)cc1 (some centres not stated)	2	0	-0.3	-1.6	-0.6	-2	0.2	-0.1	-4	-0.1	4.0
